From PubChem BioAssay
GLS inh – glutaminase GLS (human) inhibition. Potency, µM (titrated, usually from 45.5 µM), for inactives: at the top dose activity change, negative = inhibition, actives largely listed as inhibitors. O94925. hit rate 0.21% among 410,000. GLS enzymatic activity, qHTS titration; also: potency is read from the fitted curve at half-maximal effect; % is scaled to controls: 0 for no effect and ±100 for the full control effect
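Compounds were pin-transferred onto hKGA, after which L-glutamine (1 mM solution) and a detection mix of glutamate oxidase, HRP and Amplex Red were added. Initial and 30 min RT fluorescence reads were collected.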
PI4K2A inh – inhibitors of human PI4K2A. Q9BTU6. AID 1346378. purified PI4K2A, ADP-Glo luminescence, 1 h; hits give low values. hit rate 0.13% among 420,000. activity change, negative = inhibition, % at 76.9 µM; in the data active = activity change below about -50%; inconclusive = mostly about -30% to -49%;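 also: -100% = wells without enzyme as full effect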
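In this quantitative HTS, ADP production by PI4K2A was quantified luminescently after 1 h at ambient temperature; 100 microM adenosine served as plate-quality control.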
12-LOX inh – ALOX12 (human) lipoxygenase inhibition. P18054. purified 12hLO, xylenol orange hydroperoxide absorbance. Potency, µM (top dose mostly 108 µM), inactives show top-dose activity change, negative = inhibition, hits mostly inhibitors. hit rate 1.1% among 580,000. AID 1671190; also: potency is read from the fitted curve at half-maximal effect; % is scaled to controls: 0 for no effect and ±100 for the full control effect
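Hydroperoxide product was detected by ferrous iron/xylenol orange as the 573 to 405 nm absorbance ratio. Arachidonic acid at 40 uM (final) was turned over for 30 min at room temperature by 150 nM human 12hLO, pH 7.0 Hepes buffer, after 15 min compound preincubation.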
RGS4 inhibitor – inhibitors of human regulator of G protein signaling 4; P49798; Transcreener GDP fluorescence polarization, RGS4-accelerated GTP hydrolysis; Potency, µM (titrated, usually from 114 µM), without a hit: at the highest dose activity change, negative = inhibition, hits mostly inhibitors; hit rate 0.039% among 390,000; AID 504845; also: potency is read from the fitted curve at half-maximal effect; % is scaled to controls: 0 for no effect and ±100 for the full control effect; nearly all actives have a fitted effect of over 75% in size; some results filed as inactive show a strong effect at the top dose
Target sequence (P49798 whole entry, looked up): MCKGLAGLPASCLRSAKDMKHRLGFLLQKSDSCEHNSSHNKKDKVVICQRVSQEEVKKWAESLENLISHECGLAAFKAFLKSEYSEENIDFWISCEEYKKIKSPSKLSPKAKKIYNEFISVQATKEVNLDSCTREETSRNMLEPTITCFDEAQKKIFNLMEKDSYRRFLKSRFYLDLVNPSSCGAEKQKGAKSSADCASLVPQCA
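MLSMR compounds (23 nl, pin-transferred) preincubated 10 min at room temperature with a 500nM (2x) first reagent, then RGS4 at 900nM (2x) plus Transcreener GDP mix added; fluorescence polarization (620/688 nm) read before and after 90 min at 30 °C.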
G9a inh – G9a (human) methyltransferase inhibition; Q96KQ7; G9a H3K9 monomethylation, AlphaScreen, 2 h; Potency, µM (titrated, usually from 102 µM), for inactives: at the top dose activity, negative = inhibition, usual class: inhibitors; hit rate 8.8% among 350,000; AID 504332; also: potency is read from the fitted curve at half-maximal effect; % is scaled to controls: 0 for no effect and ±100 for the full control effect; nearly all actives have a fitted effect of over 75% in size
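Step 1: enzyme (final 20 nM) with compound, 15 min RT. Step 2: substrate peptide 500 nM and SAM 20 uM, 2 h RT. Step 3: anti-H3K9me1 antibody and AlphaScreen beads, 10 min, then plate read.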
ERG-DNA inh – ERG Ets/DNA interaction inhibition; P11308; fluorescence polarization, His-ERG Ets domain / labelled DNA; Potency, µM (top dose mostly 76.9 µM), without a hit: at the top dose FP activity, negative = inhibition, hits mostly inhibitors; hit rate 0.028% among 370,000; active = well fitted inhibition curve with a large enough effect in the polarisation, with a control signal flat; inconclusive = small, poorly fitted or top-dose-only effect, or effect the other way, or a change in a side signal; inactive = no such curve, though single readings can be large or run the other way; the % refers to the polarisation;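 also: polarization taken with two DNA probes labelled with fluorescein and Texas red; potency is read from the fitted curve at half-maximal effect; % of control where 0% means no effect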
Target sequence (P11308 whole entry, looked up, the tested form may be a part): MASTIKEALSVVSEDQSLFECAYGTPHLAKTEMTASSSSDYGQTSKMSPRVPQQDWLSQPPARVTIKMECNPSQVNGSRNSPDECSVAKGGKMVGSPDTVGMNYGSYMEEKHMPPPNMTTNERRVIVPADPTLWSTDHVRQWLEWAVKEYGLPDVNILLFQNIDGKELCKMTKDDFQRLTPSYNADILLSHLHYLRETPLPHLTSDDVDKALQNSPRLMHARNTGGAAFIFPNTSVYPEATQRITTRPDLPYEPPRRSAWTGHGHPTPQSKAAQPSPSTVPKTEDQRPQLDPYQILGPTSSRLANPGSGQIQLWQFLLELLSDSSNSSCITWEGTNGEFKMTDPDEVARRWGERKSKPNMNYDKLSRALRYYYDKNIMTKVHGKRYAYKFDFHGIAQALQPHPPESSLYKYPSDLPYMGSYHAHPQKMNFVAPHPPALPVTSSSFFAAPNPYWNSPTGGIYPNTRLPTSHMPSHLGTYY
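His-tagged ERG Ets domain (1 uM in the protein solution; 300mM KCl, 50mM Tris-HCl, 1mM EDTA, 1mM DTT, pH 7.5) received compound, then a probe mix of 5 nM fluorescein-DNA and 100nM Texas-615-DNA. Fluorescence polarization was read for both dyes.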
BAZ2B inh – BAZ2B (human) inhibition. AlphaScreen BAZ2B-H3K14Ac peptide displacement. Potency, µM (doses to about 114 µM), for inactives: top-dose activity change, negative = inhibition, hits mostly inhibitors. hit rate 4.4% among 360,000; also: potency is read from the fitted curve at half-maximal effect; % is scaled to controls: 0 for no effect and ±100 for the full control effect; nearly all actives have a fitted effect of over 60% in size
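Complex of BAZ2B and biotin-H3K14Ac (50 nM apiece) forms over 30 min at RT, then faces library compounds up to 110 uM for another 30 min; AlphaScreen beads added, 20 min dark incubation, luminescence read.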
JMJD2A Tudor – blocks the human JMJD2A Tudor domain; O75164; AlphaScreen JMJD2A-Tudor / H3K4me3 peptide binding; Potency, µM (top dose mostly 114 µM), for inactives: at the top dose activity change, negative = inhibition, most hits filed as inhibitors; hit rate 4.4% among 390,000; also: potency is read from the fitted curve at half-maximal effect; % is scaled to controls: 0 for no effect and ±100 for the full control effect; nearly all actives have a fitted effect of over 50% in size
HP1b chromo inh – blocks HP1-beta chromodomain binding to methylated histone tails; P83916; AlphaScreen HP1-beta / biotin-H3K9me3 peptide binding; Potency, µM (titrated, usually from 114 µM), without a hit: top-dose activity change, negative = inhibition, usual class: inhibitors; hit rate 0.56% among 390,000; AID 540317; also: potency is read from the fitted curve at half-maximal effect; nearly all actives have a fitted effect of over 70% in size; inactives centre near 23
Target sequence (P83916 whole entry, looked up): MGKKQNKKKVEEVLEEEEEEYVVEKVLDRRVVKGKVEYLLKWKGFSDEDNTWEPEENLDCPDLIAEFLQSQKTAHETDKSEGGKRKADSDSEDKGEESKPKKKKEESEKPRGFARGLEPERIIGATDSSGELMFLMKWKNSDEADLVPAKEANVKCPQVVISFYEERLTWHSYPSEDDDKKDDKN
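HP1-beta protein (50 nM final) preincubated 30 min at room temperature with biotinylated H3(1-18)K9me3 peptide (50 nM) in PBS pH 7.4, 0.01% Tween-20, then compound added for 30 min. AlphaScreen streptavidin donor/nickel chelate acceptor beads (10 ug/mL final), 30 min dark, luminescence read.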
An asterisk follows results filed as active; i = inactive; ? = inconclusive; . = no result given; [ ] = another dose, or the depositor's remark. Unless noted, calls follow the shape of the dose curve; as a rule, active = well fitted curve in the direction sought with a large enough effect; inconclusive = small, poorly fitted or top-dose-only effect, or another doubt; inactive = no such curve, though single readings can be large; an effect the other way counts as inactive or inconclusive. This is a subset; count on the stated rates, not on these rows.

item | smiles | RGS4 inhibitor | PI4K2A inh | GLS inh | G9a inh | ERG-DNA inh | JMJD2A Tudor | 12-LOX inh | BAZ2B inh | HP1b chromo inh
1 | CCC(=S)/C=C1\Sc2ccccc2N1CCCS(=O)(=O)O | ? | -11.2 | 58.2%[activator] | . | -5.4% | 28.2µM* | ? | ? | ?
2 | CCOc1ccc(Nc2cc(=O)oc3ccccc23)cc1 | 9.7% | 6.8 | 14.7% | 14.1% | -0.6% | -15.3% | -0.6% | 70.8µM* | 18.8%
3 | O=C(c1ccc(Cl)c(S(=O)(=O)N2CCCCCC2)c1)N1CCCCC1 | 11.7% | 4.2 | -5.9% | 22.3% | 1.2% | -15.7% | -4.3% | -28.9% | 20.3%
4 | COc1ccc(OC)c(S(=O)(=O)N(C)CC(=O)N2CCc3ccccc3C2)c1 | -5.4% | -4.0 | 9.9% | -7.3%[59 µM] | 11.2% | -16.4% | -22.4% | 0.9% | 38.2%
5 | Cc1cc(N2C(=O)C(O)=C(C(=O)c3cccs3)C2c2ccc(F)cc2)no1 (stereo not drawn) | -16.7% | -1.7 | -9.1% | -26.7% | -6.5% | -6.5% | 0.0% | -11.6% | 4.4%
6 | CCOc1ccccc1NC(=O)CSc1nnc(CNC(=O)c2ccco2)o1 | -14.3% | 11.2 | -1.0% | -19.8%[12.7 µM] | -0.3% | -3.1% | 6.5% | 2.2% | 36.8%
7 | COc1ccc(OC)c(/C=C(\C#N)c2nc(-c3ccc(F)cc3)cs2)c1 | -1.2% | 3.1 | 3.6% | 97.8%[activator][59 µM] | 2.7% | -67.3% | -10.3% | 93.7%[activator] | 106.7%[activator]
8 | O=c1c(S(=O)(=O)c2ccccc2)cn(Cc2cccc(F)c2)c2cc(N3CCOCC3)c(F)cc12 | -0.2% | 0.6 | 15.3% | -1.6%[59 µM] | 0.2% | -11.6% | 2.6% | -9.7% | 21.0%
9 | Cc1ccc(C)c(S(=O)(=O)NCC(c2ccc(N(C)C)cc2)N2CCOCC2)c1 (stereo not drawn) | 16.9% | -0.3 | 18.5% | ? | 6.8% | ? | ? | ? | -16.2%
10 | Cc1ccc(OCC(=O)NCc2cccnc2)cc1 | -20.4% | 0.1 | -3.8% | -29.9% | 2.3% | -3.4% | -3.6% | 3.8% | 9.2%
11 | C[C@H](CO)N1C[C@H](C)[C@@H](CN(C)Cc2ccc(-c3ccccc3)cc2)Oc2c(NC(=O)Nc3ccc4c(c3)OCO4)cccc2C1=O | 11.1% | -5.6 | 5.5% | . | -12.6% | ? | 1.8% | . | -3.2%
12 | CNc1ccccc1C(C)(C)c1cc(-c2cccc([N+](=O)[O-])c2)no1 | -6.3% | -0.9 | -4.6% | 31.6µM* | 10.2% | ? | ? | ? | -21.6%
13 | COc1cc2c(cc1OC)CN(C(=O)/C=C/c1cccs1)CC2 | -3.2% | 3.2 | 1.2% | ? | 10.2% | 5.0% | ? | -18.8% | 42.5%[activator]
14 | O=C(NCC1CCCO1)C(C(=O)c1ccccc1)n1ccccc1=O (stereo not drawn) | -27.1% | 0.5 | 6.7% | -17.8% | 6.0% | -18.0% | 0.3% | 27.1% | 15.1%
15 | OC[C@H]1OC(O)[C@H](O)[C@@H](O)[C@H]1O (stereo partly drawn) | -10.6% | -0.2 | -14.1% | 7.5%[59 µM] | -8.7% | 5.0% | 0.3% | -0.3% | 52.3%[activator]

Overlap with the part before: 2 entries, then new ones.
item | smiles | RGS4 inhibitor | PI4K2A inh | GLS inh | G9a inh | ERG-DNA inh | JMJD2A Tudor | 12-LOX inh | BAZ2B inh | HP1b chromo inh
14 | O=C(NCC1CCCO1)C(C(=O)c1ccccc1)n1ccccc1=O (stereo not drawn) | -27.1% | 0.5 | 6.7% | -17.8% | 6.0% | -18.0% | 0.3% | 27.1% | 15.1%
15 | OC[C@H]1OC(O)[C@H](O)[C@@H](O)[C@H]1O (stereo partly drawn) | -10.6% | -0.2 | -14.1% | 7.5%[59 µM] | -8.7% | 5.0% | 0.3% | -0.3% | 52.3%[activator]
16 | CCN(C(=O)COC(=O)c1cc([N+](=O)[O-])ccc1N1CCOCC1)c1ccccc1 | -12.7% | -3.1 | -4.7% | 12.9%[12.7 µM] | 9.5% | -23.0% | 0.0% | -33.1% | 12.8%
17 | CCOC(=O)c1c(NC(C)=O)sc2c(OCCN(CC)CC)c(Br)ccc12 | 16.2% | -1.1 | 0.7% | ? | 6.7% | ? | 1.6% | -32.5% | 14.1%
18 | CCn1c(COc2ccc(Cl)cc2)nnc1SCc1ccc(C#N)cc1 | 15.2%[11.4 µM] | -8.0 | -8.0% | 39.8µM* | 3.8% | -24.0%[11.4 µM] | 0.0% | -1.2% | 61.7%[activator]
19 | COc1ccc(OCCCC(=O)Nc2nncs2)cc1 | 16.2% | 3.7 | -0.1% | -11.4%[59 µM] | -4.2% | -15.2% | 0.0% | 8.9% | 11.0%
20 | Cc1csc(C(=O)O)c1-c1c(C)csc1C(=O)O | -5.6% | -1.1 | 15.0% | 19.5%[59 µM] | -3.9% | -31.1% | -0.1% | 1.4% | 15.4%
21 | NNC(=O)Cn1c2ccccc2c2ccccc21 | -7.6% | -2.2 | -16.5% | 6.6% | 9.8% | -9.4% | i | 0.0% | 40.5%[activator]
22 | O=C1C2=C(CCCC2)C(=O)N1c1cccc(OCCBr)c1 | -21.1% | 1.9 | 5.4% | 39.8µM* | -9.1% | 6.0%[57.1 µM] | -1.1% | -6.1% | 44.9%[activator]
23 | O=C(O)c1ccc(CNCc2ccc(Cl)cc2)cc1 | -7.3% | -1.2 | 9.1% | 11.1% | 8.8% | -8.3% | -4.2% | -4.2% | 20.6%
24 | COc1ccc(OC)c(C(=O)NC(CC(N)=O)c2ccc(N3CCN(c4ccccc4)CC3)c([N+](=O)[O-])c2)c1 (stereo not drawn) | -7.7% | -4.9 | 6.2% | ? | 6.8% | ? | 1.7% | -37.8% | 20.8%
25 | Cc1ccc(C)c(Nc2nc3c(S(=O)(=O)c4ccc(Br)cc4)nnn3c3ccsc23)c1 | ? | 0.2 | -16.5% | 17.8µM* | 8.3% | 56.2µM* | ? | 50.1µM* | 3.8%
26 | Cc1cc(C)cc(-n2ncc3c2CCCC3NC(=O)CN2CCCC2=O)c1 (stereo not drawn) | -31.4%[56.9 µM] | 1.4 | 15.0% | 15.3%[0.501 µM] | 11.6% | ? | 4.4% | -7.2% | 9.5%
27 | Cc1cc(C)c2c(=O)n(CC(=O)Nc3cccc(F)c3)sc2n1 | -112.1% | -0.2 | ? | 0.316µM* | -4.1% | 1.12µM* | ? | 50.1µM* | ?
28 | Cc1cc(C(=O)CSc2nnc(N)s2)c(C)n1CCc1ccc(Cl)cc1 | -33.8% | -4.6 | -1.9% | -0.7%[59 µM] | -4.8% | -29.7% | -5.2% | -3.8% | 5.2%
29 | CC(=O)N1N=C(c2cccs2)CC1c1cccc([N+](=O)[O-])c1 (stereo not drawn) | 18.9%[56.9 µM] | -3.8 | -17.9% | -22.1% | 15.6% | -16.2% | 2.6% | -27.1% | 19.4%
30 | CC1CCCN(C(=O)c2ccc(Cl)c(S(=O)(=O)N3CCCCCC3)c2)C1 (stereo not drawn) | -10.1% | -8.7 | 0.7% | ? | 0.2% | -6.5% | 201.9%[activator] | 7.4% | 24.8%
31 | CCc1nnc(NC(=O)C=C(C)C)s1 | 20.8% | 2.7 | 6.5% | -9.1%[59 µM] | 9.1% | -34.4% | 12.4% | 4.7% | 22.8%
32 | Cc1cc(C)nc(/N=C(\N)N(Cc2ccccc2)Cc2ccccc2)n1 | 12.5% | -1.8 | -1.0% | -4.4% | -3.3% | -19.6% | 1.2% | -22.3% | -1.3%
33 | COc1cc(NC(=O)C(CCSC)NS(=O)(=O)c2ccc3c(c2)oc(=O)n3C)cc(OC)c1 (stereo not drawn) | -2.9% | -2.1 | -10.7% | 6.2%[59 µM] | -2.5% | -7.7% | -9.8% | 5.2% | 19.9%
34 | Cc1cccc(-c2nc3ccccc3c(=O)n2NC(=O)c2cccnc2Cl)c1 | 25.6%[11.4 µM] | 2.9 | 5.1% | 15.8%[59 µM] | 14.5% | 0.7% | -4.8% | 8.6% | 35.1%
35 | O=C(Nc1nnc(C2=COCCO2)o1)C1CCCCC1 | -7.3% | 3.4 | 0.0% | -23.0% | 4.6% | ? | -2.6% | . | 25.8%
36 | Cc1nnc(NC(=O)CSc2nccn2C)s1 | -7.3% | 0.4 | 4.4% | ? | -1.4% | -24.6% | -5.2% | 10.9% | 31.6%
37 | Cc1cccc(N(Cc2ccccc2)C(=O)c2ccccc2S(C)(=O)=O)c1 | 18.1% | 0.7 | -0.7% | . | 2.1% | -14.4% | -7.7% | -5.6% | 20.3%
38 | CC(C(=O)N(C)Cc1cccc(F)c1)N1CCN(S(=O)(=O)c2ccc3c(c2)OCCCO3)CC1 (stereo not drawn) | 21.1% | 2.7 | 3.1% | 39.8µM* | 6.7% | -15.9% | ? | 8.7% | 22.5%
39 | Cc1ccc(/C=C2\CCCC3=C2NC(=S)NC3c2ccc(C)cc2)cc1 (stereo not drawn) | ? | -0.5 | ? | 8.91µM* | . | ? | ? | ? | -14.8%
40 | CS(=O)(=O)Cc1ccc(C(=O)N(CCc2ccccc2)Cc2ccccc2)cc1 | 12.7% | -2.6 | 9.2% | -1.1% | 0.1% | -15.1% | 0.0% | -17.1% | 14.5%
